hIAP act: increases human intestinal alkaline phosphatase activity | 0.16% of 330,000 active | purified human IAP, CDP-Star luminescence, 30 min; active compounds read high; 1 = vehicle-only enzyme, 0 = enzyme-free background | activation factor at 10 µM | P09923 | AID 2524;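 active = activation factor of the enzyme at least 2-fold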; also: the source names both 10 and 20 µM as test concentration; values of inactives mirror those of a sister screen read the other way
SENP6 block: blocks the human protease SENP6. Recombinant SENP6 catalytic domain, aminoluciferin luminescence. inhibition, % at 10 µM. 1.8% of 330,000 active. Q9GZR1;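 active = inhibition above about 50% at the single tested dose, limit read from the data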;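 also: plate controls were DMSO wells with enzyme for no effect and DMSO wells lacking enzyme for full effect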
Target sequence (Q9GZR1 628-1112 limits assumed): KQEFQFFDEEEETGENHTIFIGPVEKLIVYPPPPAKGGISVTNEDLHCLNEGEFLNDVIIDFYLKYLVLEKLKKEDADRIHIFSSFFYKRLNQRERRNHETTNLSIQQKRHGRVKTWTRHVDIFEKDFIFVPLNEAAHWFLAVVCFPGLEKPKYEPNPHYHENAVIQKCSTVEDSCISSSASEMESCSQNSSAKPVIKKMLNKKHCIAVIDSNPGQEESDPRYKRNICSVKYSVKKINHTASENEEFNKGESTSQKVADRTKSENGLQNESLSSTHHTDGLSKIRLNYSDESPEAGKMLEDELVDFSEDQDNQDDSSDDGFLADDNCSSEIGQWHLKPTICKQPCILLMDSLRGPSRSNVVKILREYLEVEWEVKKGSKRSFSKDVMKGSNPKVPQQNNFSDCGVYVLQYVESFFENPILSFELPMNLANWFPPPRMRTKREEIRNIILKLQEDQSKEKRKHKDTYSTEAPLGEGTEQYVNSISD
SENP8 block: inhibitors of human SENP8 protease; recombinant SENP8, Nedd8 substrate fluorescence; inhibition, % at 20 µM; Q96LD8; 0.64% of 360,000 active; AID 602440; in the data active = inhibition mostly above about 40%, no sharp cut-off; inactive = mostly below about 27%
Target sequence (Q96LD8 whole entry, looked up): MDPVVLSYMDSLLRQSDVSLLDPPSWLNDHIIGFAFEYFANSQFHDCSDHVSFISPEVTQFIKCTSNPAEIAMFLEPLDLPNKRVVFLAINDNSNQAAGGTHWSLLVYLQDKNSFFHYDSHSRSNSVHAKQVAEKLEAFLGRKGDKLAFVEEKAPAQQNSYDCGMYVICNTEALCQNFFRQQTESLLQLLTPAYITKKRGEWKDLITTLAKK
ATG4B inh: inhibitors of human ATG4B cysteine protease | AID 504462 | 0.51% of 340,000 active | ATG4B cleavage of LC3-PLA2, NBD-HPC fluorescence, 1 h | inhibition, % at 8.33 µM | Q9Y4P1; in the data active = inhibition above about 40%
MPTP block: permeability transition pore inhibition; isolated mouse mitochondria, Ca2+ swelling absorbance, 30 min; inhibition, % at 10 µM; 1.4% of 360,000 active; AID 602449;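 active = inhibition of 50% or more, scaled per plate between neutral and stimulator controls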;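 also: 0% = DMSO wells given calcium and 100% = 1 mM EGTA wells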
PfG6PD inh: PfG6PD (Plasmodium falciparum) enzyme inhibition; 0.78% of 350,000 active; PfGluPho enzyme, NADPH resazurin-diaphorase fluorescence; inhibition, % at 20 µM;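 active = inhibition reaching at least a set limit at 20 µM in the primary screen, cut at about 59% in these data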;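 also: 0% = DMSO wells with substrate and 100% = DMSO wells lacking glucose-6-phosphate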
SENP1 FRET inh: SENP1 (human) catalytic domain inhibition | Q9P0U3 | recombinant SENP1 catalytic domain, CyPet-SUMO1-YPet FRET cleavage | inhibition, % at 10 µM | 0.21% of 360,000 active | AID 624204;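 active = inhibition at least 30% at 10 µM, raw YFP signal under a set limit, fluorescence ratio 0.5 to 1.5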;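 also: 0% = enzyme with DMSO and 100% = no enzyme wells; some results filed as inactive read as strong as hits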
Target sequence (Q9P0U3 419-644 limits assumed): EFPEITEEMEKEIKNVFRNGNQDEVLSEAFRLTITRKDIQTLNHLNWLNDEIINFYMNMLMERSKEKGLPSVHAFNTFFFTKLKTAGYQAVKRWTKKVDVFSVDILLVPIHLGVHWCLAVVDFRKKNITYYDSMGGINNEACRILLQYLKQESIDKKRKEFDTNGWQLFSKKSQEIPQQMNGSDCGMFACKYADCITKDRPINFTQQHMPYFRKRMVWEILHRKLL
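Material – human SENP1 catalytic domain · Input – SENP1 enzyme, 20 pM final · Compound dosing – single concentration of 10 µM compound, 0.5% DMSO final · Timing – enzyme reaction for 50 min at room temperature, dark · Measured by – FRET fluorescence in CFP and YFP emission channels · Control set – no-enzyme wells low, DMSO-plus-enzyme wells high control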
GRIN3A LBD mod: NR3A (human) ligand-binding domain modulation; NR3A LBD differential scanning fluorimetry, Tm shift; 0% = protein alone, 100% = glycine-bound protein; AID 1259313; Tm shift relative to glycine control, % at 25 µM; 2.5% of 340,000 active;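 active = melting temperature shift of at least 10% of the positive control shift, at one fixed dose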
The depositor's hits bear a star; . = no result given. Compounds as they come (roughly 6.7% active in at least one column).

SMILES	hIAP act	SENP6 block	SENP8 block	ATG4B inh	MPTP block	PfG6PD inh	SENP1 FRET inh	GRIN3A LBD mod
O=C(O)CC(c1cccc(O)c1)N1Cc2ccccc2C1=O (configuration not stated)	0.992	-5.2	10.9	-4.8	0.9	11.7	4.6	1.3
CC(C)(C)NC(=O)CC1C[C@H](C(=O)N2CCCCC2)[C@@]2(C)c3[nH]c4ccccc4c3CCN2C1=O (some centres not stated)	1.15	-18.5	11.9	-0.7	-0.5	-7.1	-0.3	-1.7
Cc1cc(N2CCN(c3ccccc3)CC2)nc(-c2ccccc2O)n1	0.845	-24.5	-201.6	-12.8	1.1	5.8	1.4	-1.6
Cc1cc(NC(=O)CSCC(=O)N2CCN(c3cccc(C(F)(F)F)c3)CC2)no1	1	-3.4	6.1	-13.8	1.2	-3.4	1.4	0.2
CCOC(=O)CNc1nc(Cl)nc(Nc2ccc(Cl)cc2)n1	1.05	-16.1	16.5	-4.9	1.8	-11.4	0.1	0.5
CCn1cc(SCC(N)=O)c2ccccc21	0.966	-16.2	4.6	3.2	0.9	6.3	0.1	-2.4
Cc1ccc(-c2nnn(CC(=O)NC3CCN(Cc4ccccc4)CC3)n2)cc1	1.04	9.9	10.0	-14.9	-0.2	-16.6	2.4	0.6
O=c1c2ccccc2n2c(-c3ccc(F)cc3)nnc2n1Cc1ccccc1	0.989	-5.7	-4.9	6.5	1.0	0.8	0.0	-1.4
Cc1cc(NS(=O)(=O)c2ccc(NC(=O)CSc3nc4ncc(Br)cc4[nH]3)cc2)nc(C)n1	1.03	11.8	2.6	-12.3	1.2	-12.4	0.5	-8.7
Cc1oc(-c2ccccc2F)nc1CSCC(=O)NCc1ccc2c(c1)OCO2	1.26	-4.8	9.2	-6.1	2.5	-4.6	-1.9	-0.5
Cc1oc(-c2ccccc2F)nc1CS(=O)(=O)CC(=O)NC1CCCC(C)C1C (configuration not stated)	1.12	-3.4	5.5	4.2	-0.7	-22.2	-0.5	0.7
COC(=O)c1ccccc1NC(=O)CN(C)S(=O)(=O)c1ccc(OC)cc1	1.07	3.8	5.9	-2.0	0.1	-0.1	-0.6	1.0
CCOC(=O)c1ccc(NC(=O)Cn2c(=O)oc3ccccc32)cc1	1.14	0.6	5.9	-10.6	-0.7	-8.4	4.2	3.3
Cc1cnc(NC(=O)CSc2nnc(-c3ccc(Cl)cc3Cl)n2N)s1	1.02	-2.8	15.6	-6.8	-2.6	52.0	-18.4	2.8
CCNC(=O)c1cccc(S(=O)(=O)N2CCCCCC2)c1	1.12	-4.4	18.6	-6.7	0.6	-3.5	-1.6	6.0
COc1ccccc1C(O)(C(=O)N(NC(C)=O)c1ccccc1)c1ccccc1OC	0.917	-4.6	16.4	-1.1	-0.7	-1.0	-0.1	-3.0
N#CCC(=O)Nc1ccc(C(=O)Nc2cccc(S(N)(=O)=O)c2)cc1	0.916	-9.6	-4.2	-8.5	2.3	-12.0	-23.3	6.7
COc1ccc(OC)c(C2C3=C(COC3=O)Nc3cc4c(cc32)OCO4)c1 (configuration not stated)	0.994	-3.6	-293.6	-9.7	1.4	-6.4	-3.1	-0.3
COc1ccc(C(=O)Nc2nc(C)c3cc4c(cc3n2)OCO4)cc1	0.9	-6.2	-42.0	9.2	0.5	-7.8	-2.5	-2.7
Clc1ccc(CN2C3=NCCCN3c3ccccc32)cc1	1.06	2.8	24.2	1.5	1.8	3.8	2.0	-2.0
CCC1CCC(N2CCN(c3ccccc3F)CC2)CC1 (configuration not stated)	1.16	-16.2	2.8	9.2	0.8	-3.1	2.0	2.1
COc1ccc(CC(=O)N/N=C(\C)CC(=O)Nc2cccc(F)c2)cc1	0.915	15.0	6.7	-9.3	-4.1	1.4	3.8	1.4
CC(=O)NCC1CCCN(C(=O)c2oc3c(F)cccc3c2C)C1 (configuration not stated)	0.927	5.0	11.4	-6.8	-0.4	11.9	0.8	0.7
O=C(NCCC1=CCCCC1)c1ccc2c(=O)n3c(nc2c1)CCCCC3	0.902	8.8	2.7	3.0	0.6	-2.2	-0.5	0.0
CN1C(=O)CC(n2c(CO)nc3ccccc32)C1=O (configuration not stated)	1.01	-21.8	12.4	-0.9	1.5	-28.0	-0.6	-2.7

Reprinted at random: 3 compounds from above, in no set order.
SMILES	hIAP act	SENP6 block	SENP8 block	ATG4B inh	MPTP block	PfG6PD inh	SENP1 FRET inh	GRIN3A LBD mod
CCNC(=O)c1cccc(S(=O)(=O)N2CCCCCC2)c1	1.12	-4.4	18.6	-6.7	0.6	-3.5	-1.6	6.0
Cc1ccc(-c2nnn(CC(=O)NC3CCN(Cc4ccccc4)CC3)n2)cc1	1.04	9.9	10.0	-14.9	-0.2	-16.6	2.4	0.6
O=C(NCCC1=CCCCC1)c1ccc2c(=O)n3c(nc2c1)CCCCC3	0.902	8.8	2.7	3.0	0.6	-2.2	-0.5	0.0

Structures listed so far that have a Cl atom:
SMILES	hIAP act	SENP6 block	SENP8 block	ATG4B inh	MPTP block	PfG6PD inh	SENP1 FRET inh	GRIN3A LBD mod
CCOC(=O)CNc1nc(Cl)nc(Nc2ccc(Cl)cc2)n1	1.05	-16.1	16.5	-4.9	1.8	-11.4	0.1	0.5
Cc1cnc(NC(=O)CSc2nnc(-c3ccc(Cl)cc3Cl)n2N)s1	1.02	-2.8	15.6	-6.8	-2.6	52.0	-18.4	2.8
Clc1ccc(CN2C3=NCCCN3c3ccccc32)cc1	1.06	2.8	24.2	1.5	1.8	3.8	2.0	-2.0

4 structures from above, sorted by molar mass, low to high.
SMILES	hIAP act	SENP6 block	SENP8 block	ATG4B inh	MPTP block	PfG6PD inh	SENP1 FRET inh	GRIN3A LBD mod
O=C(O)CC(c1cccc(O)c1)N1Cc2ccccc2C1=O (configuration not stated)	0.992	-5.2	10.9	-4.8	0.9	11.7	4.6	1.3
CCOC(=O)c1ccc(NC(=O)Cn2c(=O)oc3ccccc32)cc1	1.14	0.6	5.9	-10.6	-0.7	-8.4	4.2	3.3
N#CCC(=O)Nc1ccc(C(=O)Nc2cccc(S(N)(=O)=O)c2)cc1	0.916	-9.6	-4.2	-8.5	2.3	-12.0	-23.3	6.7
COc1ccccc1C(O)(C(=O)N(NC(C)=O)c1ccccc1)c1ccccc1OC	0.917	-4.6	16.4	-1.1	-0.7	-1.0	-0.1	-3.0

(listing goes on)
SMILES	hIAP act	SENP6 block	SENP8 block	ATG4B inh	MPTP block	PfG6PD inh	SENP1 FRET inh	GRIN3A LBD mod
Cc1ccc(SC(C)C(=O)NC(N)=O)c(C)c1 (configuration not stated)	0.921	-5.2	6.2	1.2	1.1	15.1	1.8	0.6
O=C(NCC#CCOCc1ccccc1)c1ccccc1	1.04	-3.9	-2.6	-2.9	-0.4	-4.2	-3.1	0.5
O=C(c1ccc2c(c1)OCO2)N1CCN(C(=O)c2ccco2)CC1	1.06	-31.7	18.0	-8.6	-0.6	-1.4	2.2	3.5
O=C1OC(/C(=C\Nc2ccccc2)[N+](=O)[O-])c2ccccc21 (configuration not stated)	1	0.4	20.6	0.4	-0.4	-14.9	-1.5	-0.9
CCOC(=O)Cc1csc(NC(=O)Nc2ccc(Cl)cc2)n1	0.992	-15.6	23.5	-2.5	74.3*	-5.3	1.7	-6.5
O=C(Nc1ccccc1C(=O)Nc1ccccc1)c1ccccc1F	0.917	-7.0	21.8	5.3	2.3	-4.6	1.5	0.0
O=S(=O)(NCCS(=O)(=O)N1CCN(c2ccccc2)CC1)c1ccc(F)cc1	0.979	2.9	20.7	-4.5	1.4	-16.9	1.4	0.8
CCn1c(CNC(=O)COc2ccc(C(C)C)cc2)nnc1SCC(=O)Nc1ccccc1C(C)C	1.07	5.9	13.3	-23.0	53.2*	4.0	-0.2	0.8
CCCN1Cc2cccc(C(=O)N3CCN(c4cc(Cl)ccc4C)CC3)c2C1=O	0.966	-14.1	16.7	-11.5	-0.8	1.9	1.0	-5.5
COC(=O)c1ccccc1NC(=O)c1ccc(-c2cccc(Cl)c2)o1	1.06	-33.3	30.8	-5.5	0.5	-5.4	-1.1	-0.1
Cc1cccc(C2c3[nH]c4ccccc4c3CCN2C(=O)c2cc(CC(C)C)nc(C)n2)n1 (configuration not stated)	0.996	-10.1	3.8	-0.5	0.7	15.5	-11.8	0.0
COc1ccccc1-c1oc2ccccc2c1C#CCO	0.984	-0.4	-38.4	12.5	-1.2	3.1	-3.6	-2.1
CCCN(CCC)C(=O)C1CCC(CNS(=O)(=O)c2cccc3nsnc23)CC1 (configuration not stated)	0.951	4.3	10.7	-9.8	-0.6	-15.0	2.6	0.7
CN(C)c1nc(Cl)cc(N2CCOCC2)n1	0.859	13.4	14.8	5.5	3.6	6.2	0.9	0.4
COCc1cc(N2CCCC2)nc(-c2ccccc2)n1	1.04	-11.9	-8.3	-2.2	-1.1	-1.2	0.8	-1.3
O=C(CNC(=O)c1ccccc1Br)N/N=C/c1ccco1	0.938	14.4	7.8	0.6	0.3	3.0	3.1	-0.5
CC(C)C(NC(=O)C(C)N1C(=O)c2ccccc2C1=O)c1ccccc1 (configuration not stated)	0.985	-3.9	8.3	2.5	-0.2	-1.2	1.9	1.5
O/N=C1\CCc2cc(Cl)ccc21	1.17	-22.7	15.8	-2.9	-6.8	-14.3	2.6	0.6
CC(C)CC(=O)Nc1nc2ccc(S(=O)(=O)N3CCOCC3)cc2s1	1.12	-5.8	9.0	15.0	-1.5	-5.2	-1.1	-0.8
O=C(CSc1ccc(F)cc1)Nc1ccc(N2CCOCC2)cc1	1.01	-4.8	11.6	-0.3	0.7	-2.4	1.7	-1.2
COc1ccc2oc(C(=O)OCC(=O)N(C)c3c(N)n(Cc4ccccc4)c(=O)[nH]c3=O)c(C)c2c1	0.995	-7.5	-411.2	0.3	-1.0	-2.6	-10.6	-0.5
Cc1nn(CC(=O)NCCCN2CCC(Cc3ccccc3)CC2)c(=O)c2cc(-c3ccccc3)nn12	0.97	-1.1	14.6	-8.4	74.5*	-4.6	1.2	-0.1
CCN1CCCC1CNC(=O)c1ccc2c(c1)N(Cc1ccccc1F)C(=O)c1ccccc1S2(=O)=O (configuration not stated)	1.07	2.8	13.2	3.5	-0.4	-6.6	0.8	0.4
S=C(Nc1ccc(Br)cc1)NC1CCCC1	1.18	1.4	22.5	-2.8	95.0*	-1.0	2.2	-2.6
CCCc1cc(=O)oc2cc(OCC(=O)N(C)C)c(Cl)cc12	1.08	-10.2	-175.6	1.6	8.5	7.5	2.0	-1.0

The listing continues.
SMILES	hIAP act	SENP6 block	SENP8 block	ATG4B inh	MPTP block	PfG6PD inh	SENP1 FRET inh	GRIN3A LBD mod
C=CCn1c(CSc2nc3ccccc3s2)nnc1SCC(=O)NCc1cccnc1	0.975	0.2	13.1	2.6	-0.8	-5.2	-0.1	-1.5
CCCCN(Cc1ccccc1)S(=O)(=O)c1ccc2c(c1)n(C)c(=O)c(=O)n2C	0.983	10.8	-443.2	-1.0	0.5	-12.0	-15.2	-0.7
O=C1NN(c2ccccc2)C(=O)C2C3C=CC(C4CC34)C12 (configuration not stated)	0.895	-15.9	21.8	-2.1	1.0	-3.5	1.7	-9.4
N#Cc1ccccc1NC(=O)CSc1cn[nH]n1	0.947	-1.5	13.8	-12.7	-0.5	26.0	-0.3	1.0
O=C(c1cccc([N+](=O)[O-])c1)N1CCCC(C(=O)N2CCc3ccccc3C2)C1 (configuration not stated)	1.21	-3.2	5.9	-4.9	-1.9	-60.6	2.3	1.8
Cc1ccc2c(c1)C(=O)C(=O)N2Cc1ccccc1	0.819	-0.4	-17.5	12.5	-0.7	16.1	-0.1	2.4
Cc1ccc2[nH]c(=S)cc(C)c2c1	1.36	-13.9	31.8	-4.6	0.3	56.5	0.9	2.9
COc1cc(CNCCN2CCOCC2)ccc1OCc1ccccc1Cl	0.945	-12.2	14.3	-6.6	-2.3	-7.6	0.3	-4.5
O=C(Nc1ccc(F)cc1)Nc1cccnc1	.	.	15.3	-9.8	0.0	9.0	1.2	-3.2
COc1ccc(C(=O)NCC(=O)N2CCN(c3ncccn3)CC2)cc1OC	0.913	-16.6	-22.6	-9.4	0.5	12.7	0.3	-0.1
CNC(=O)C[C@@H]1C(=O)N(c2ccc(Br)cc2)CC1(C)C	.	.	4.5	.	-0.2	2.6	-0.2	.

Bioassay records as filed in PubChem BioAssay.
